# CF NFkB inh: cystic fibrosis NF-kB activation inhibition; KKLEB NF-kB-GFP reporter, PAF-induced, GFP fluorescence overnight; inhibition, % at 5 µM; 0.86% of 360,000 active; AID 588850;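 active = at least 50% inhibition at 5 µM, scaled per plate between neutral and stimulator controls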;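 also: PAF is a Pseudomonas aeruginosa culture filtrate used as stimulus; plate controls were PAF-stimulated DMSO wells for no effect and unstimulated DMSO wells for full effect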
# NR2E3 ag-1: activates human photoreceptor nuclear receptor NR2E3 | AID 2300 | inhibition of corepressor binding, % at 4.78 µM | 0.12% of 320,000 active | Q9Y5X4 | GST-NR2E3/biotin-RetCOR TR-FRET, 1536-well;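 active = percent inhibition above the cutoff of mean plus 3 SD of all tested compounds, set per screening campaign, cut at about 20% in these data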;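 also: 0% = DMSO wells and 100% = biotin wells as full block of FRET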
# Target sequence (Q9Y5X4 whole entry, looked up): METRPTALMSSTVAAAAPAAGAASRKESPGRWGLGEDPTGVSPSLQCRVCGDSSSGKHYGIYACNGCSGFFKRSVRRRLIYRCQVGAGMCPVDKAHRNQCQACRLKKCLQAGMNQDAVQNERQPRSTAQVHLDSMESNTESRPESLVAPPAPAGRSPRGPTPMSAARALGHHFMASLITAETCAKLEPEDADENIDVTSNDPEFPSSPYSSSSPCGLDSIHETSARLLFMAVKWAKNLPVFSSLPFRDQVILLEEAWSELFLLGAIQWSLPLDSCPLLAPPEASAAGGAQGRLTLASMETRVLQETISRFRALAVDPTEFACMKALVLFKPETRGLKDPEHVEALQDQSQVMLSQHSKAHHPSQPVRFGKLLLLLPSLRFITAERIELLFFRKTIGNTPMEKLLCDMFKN
#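 Material – GST-tagged NR2E3 plus biotinylated RetCOR corepressor · Quantity – NR2E3 fusion 1.35 nM · Times – 5 h incubation at 4 °C · Medium – pH 7.5 Tris-based buffer · Technique – TR-FRET, Eu(K)-anti-GST donor, streptavidin-D2 acceptor, ex 340, em 617/671 nm · Benchmarks – high control biotin, low control 0.6% DMSO · Format – 1536-well plates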
# MITF TRPM1 inh: inhibitors of MITF-driven TRPM1 promoter in melanoma cells. SK-MEL-5 TRPM1 promoter luciferase, 24 h. inhibition, % at 12.5 µM. 0.83% of 330,000 active. AID 488899;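 active = mean inhibition across replicates of 60% or more, whatever share of single replicates reaches that level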; also: values of inactives mirror those of a sister screen read the other way
# HIF-2a inh: inhibitors of HIF-2a; 786-0 RCC cells HIF-2a reporter, luciferase luminescence, overnight; inhibition, % at 18.8 µM; 0.72% of 360,000 active; AID 624352;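 active = inhibition of the luminescence signal of 40% or more relative to plate controls, in a single-dose primary screen at 18.75 µM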
# NR2E3 ag-2: human photoreceptor-specific nuclear receptor agonism; CHO-S Gal4-NCOR/VP16-NR2E3 two-hybrid, luciferase; inhibition of corepressor binding, % at 3.98 µM; 0.35% of 360,000 active; AID 602229;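 active = inhibition above the mean of all tested compounds plus 3 SD, cut at about 70% in these data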;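 also: 0% = DMSO with NR2E3 transfected cells and 100% = cells lacking NR2E3 construct; higher means lower luciferase signal from less NR2E3 corepressor binding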
# TROY NFkB inh: blocks TROY-dependent signaling in reporter cells | Q293 LMP1-TROYcd NF-kB luciferase reporter, 4 h | inhibition, % at 10 µM | 0.98% of 360,000 active | AID 1347056;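 active = compounds whose plate-normalised and pattern-corrected inhibition of the luciferase reporter signal at the single screening dose is 50% or more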
# Peg3 prom inh: reduces Peg3 promoter-driven luciferase expression in HeLa | HeLa PEG-Prom luciferase reporter, luminescence, overnight | inhibition, % at 20 µM | 1.7% of 360,000 active | AID 588405;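 active = inhibition of at least 50% at 20 µM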
# KKLEB tox: CF airway cell cytotoxicity counter-screen; activity change (cytotoxicity), % at 5 µM; 0.36% of 360,000 active; KKLEB CF airway cells viability, ATPlite luminescence, overnight; hits give low values; cells stimulated with P. aeruginosa culture filtrate;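 active = corrected activity change at or below -50% at 5 µM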
# TWEAK Fn14 block: inhibitors of TWEAK-Fn14 interaction signaling. TWEAK-stimulated Fn14 reporter cells, luciferase luminescence, 8 h. AID 1159606. 2% of 360,000 active. inhibition, % at 10 µM; in the data active = inhibition above about 50%
# C8 TRAIL sens: sensitizes caspase-8 expressing cells to TRAIL; inhibition (viability loss, TRAIL sensitization), % at 10 µM; 1% of 360,000 active; AID 624354; NB7+C8 cells + TRAIL, ATPlite viability luminescence;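 active = compounds causing at least 50% loss of cell viability in the single-dose screen, relative to plate controls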
# Shn3 3UTR inh: reduces Shn3 3'UTR luciferase signal in osteoblasts; Clone20 osteoblast Shn3 3'UTR firefly luciferase, 24 h; inhibition, % at 12.5 µM; 0.52% of 360,000 active;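 active = mean inhibition of at least 75% with every replicate also reaching 75%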;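 also: 0% = median of neutral control wells and 100% = pilot-screen positive control compound; some compounds past the cut are filed as inactive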
# * marks the source's active call; other numbers are inactive results; / = not tested or not shown. These rows are one share of the data. The share of hits here may be higher or lower than overall.
# Results follow in this order: CF NFkB inh	NR2E3 ag-1	MITF TRPM1 inh	HIF-2a inh	NR2E3 ag-2	TROY NFkB inh	Peg3 prom inh	KKLEB tox	TWEAK Fn14 block	C8 TRAIL sens	Shn3 3UTR inh
> CC1=C(C(N)=O)C(c2cccs2)n2nc(-c3cccc(C)c3)nc2N1 (configuration not stated)
 : 5	-2	5	17	-10	-18	6	6	3	-12	8
> COc1ccc(CNC(=O)Cn2nc(C)n3cccc3c2=O)cc1
 : 23	1	6	-2	-9	-5	-3	0	-1	-1	6
> Nc1ncc(Br)cc1N=Cc1ccccc1
 : 41	-5	-57	-104	-66	-30	45	9	49	15	-74
> O=C(NC1CCCc2ccccc21)c1cc(F)cc(F)c1 (configuration not stated)
 : 19	1	6	14	-7	7	7	-7	7	4	8
> COC(=O)c1ccc(NC(=S)NCc2ccco2)cc1
 : 4	3	-4	-80	-16	-37	-36	2	22	10	-23
> CCCn1c(N)c(C(=O)CSc2nc3ncc(Cl)cc3[nH]2)c(=O)[nH]c1=O
 : 1	0	-2	5	-23	-11	7	12	-2	-15	-4
> Cn1c(SC/C=C/c2ccccc2)nnc1-c1cccs1
 : 1	2	9	-12	2	-32	-12	2	-5	0	3
> CC(C)Nc1nc(NC(C)C)nc(OCCOC(=O)c2ccccc2)n1
 : 10	2	5	-4	8	-3	6	-4	0	-8	22
> Cc1ccccc1S(=O)(=O)Nc1ncc(C(F)(F)F)cc1Cl
 : 12	-1	2	15	1	-10	22	-13	-14	-2	-4
> N#CCCN(C(=O)CSc1n[nH]c(=O)[nH]c1=O)c1ccccc1
 : 5	/	4	-4	-15	-2	-2	-14	-4	-15	3
> CCOC(=O)/C=C1\CN(Cc2ccc(OC)cc2)S(=O)(=O)c2ccccc21
 : 3	-1	-1	13	14	4	26	1	6	-19	-13
> COc1ccccc1C(=O)Nc1ccnn1C1CCN(C(=O)C(C)(C)C)CC1
 : -10	4	0	-22	7	-4	-14	-2	-6	-6	-6
> CNC(=O)COc1coc(CN2CCN(c3cccc(Cl)c3)CC2)cc1=O
 : 41	0	4	0	-8	2	-2	-9	-14	-10	-8
> CCOc1ccc(N2CC(C(=O)OCC(=O)c3ccc(OC)cc3)CC2=O)cc1 (configuration not stated)
 : 4	3	5	0	-4	2	-3	-5	10	1	-6
> O=C(CSc1nnc(CNc2ccccc2)o1)N1CCc2ccccc21
 : -14	0	-6	10	6	-3	0	8	-3	-11	-2
> C(=N\Nc1ncnc2ccccc12)/c1ccccc1
 : -19	0	-61	-237	-101	1	-220	8	15	25	-45
> COc1ccc(/C=N/c2nc3ccccc3n2CCN2CCCCC2)cc1OC
 : 17	1	-11	7	6	-3	0	-8	2	-22	-15
> CCOC(=O)CC(=O)NC(C)(C)CCCCC(C)(C)NC(=O)CC(=O)OCC
 : 7	-2	9	8	21	-9	13	-1	2	14	20
> Cc1cc(OCC(=O)NCC(O)c2ccccc2)c2c(C)cc(=O)oc2c1 (configuration not stated)
 : 1	0	-24	4	-9	-5	-4	-7	-7	-4	-20
> Cc1n[nH]c(=O)nc1N/N=C/c1ccco1
 : -4	5	-15	11	-15	-22	8	-15	-6	-3	3

# (continued)
# Results follow in this order: CF NFkB inh	NR2E3 ag-1	MITF TRPM1 inh	HIF-2a inh	NR2E3 ag-2	TROY NFkB inh	Peg3 prom inh	KKLEB tox	TWEAK Fn14 block	C8 TRAIL sens	Shn3 3UTR inh
> CC(=O)O/N=C(/c1nonc1N)N1CCN(c2ccc([N+](=O)[O-])cc2Cl)CC1
 : 2	-1	2	11	2	2	3	1	20	-2	6
> COc1ccc2oc(C(=O)OCC(=O)N3CCCC(C)C3)c(C)c2c1 (configuration not stated)
 : -10	-2	-5	-84	17	-40	-82	4	11	-19	-3
> COc1ccc(-c2nc3c(s2)CN(S(C)(=O)=O)CC3)cc1OC
 : 9	/	-24	-88	-62	-19	-53	-4	-14	-13	-40
> Cc1nnc(-c2ccccc2)c(=O)n1/N=C/c1c(O)ccc2ccccc12
 : -13	-4	28	10	-5	10	38	5	-4	9	50
> CCC(C)[C@H]1CNC(=O)C(=O)N1CC1CCCCC1 (some centres not stated)
 : /	/	/	2	13	-24	/	/	-4	-15	/
> O=C(CCNS(=O)(=O)c1ccccc1Cl)N1CCN(c2ccccn2)CC1
 : 1	2	/	-4	18	-6	4	9	-3	3	-14
> CCn1c(CSc2nnc(-c3ccncc3)n2CCOC)nc2cc(C(=O)O)ccc21
 : -9	3	6	18	-17	-5	16	6	-3	-4	-2
> Cn1c(=O)oc2cc(S(=O)(=O)N3CCC(C(=O)NCc4ccc(F)cc4)CC3)ccc21
 : -39	4	9	11	-10	0	-3	2	-1	15	-21
> C=CCNC(=S)NNC(=O)COc1ccc(Br)cc1
 : -3	0	-1	6	-9	-8	-18	9	-10	-6	28
> Cc1cc(C)c2c(=O)cc(C(=O)NCc3ccccc3)oc2c1
 : -9	0	-7	1	-25	7	24	8	-29	1	1
> O=C(COc1ccc(Cl)cc1)NC(=S)Nc1ccccc1N1CCOCC1
 : -19	3	21	6	-21	12	8	12	-14	-7	1
> CC(O)C(NS(=O)(=O)c1ccc(Cl)cc1)C(=O)OCC(=O)Nc1cccnc1Cl (configuration not stated)
 : -16	-4	-1	7	10	-13	10	-6	-2	13	-10
> COc1ccc(NC(=O)C2CSC(C)(C)N2C=O)cc1 (configuration not stated)
 : -2	3	4	16	-22	5	8	0	-2	-3	-9
> Cc1noc(C)c1NC(=O)N(C)C[C@H]1Oc2c(NS(=O)(=O)c3cccs3)cccc2C(=O)N([C@H](C)CO)C[C@@H]1C
 : -15	/	5	11	16	2	9	2	-3	0	3
> O=C(OCc1c(Cl)cccc1Cl)c1cccnc1Cl
 : -1	0	8	19	-22	1	8	-3	13	9	9
> CCN1/C(=N\N)c2cccc3cccc1c23
 : 0	-1	15	7	-10	-14	24	-1	-7	3	0
> CN1/C(=C/C=C(C#N)C#N)C=Cc2ccccc21
 : -32	1	-5	-15	-24	-11	8	1	-11	-28	-21
> Cc1nnc(SCC(=O)NCc2ccco2)n1-c1ccc(F)cc1
 : 0	-2	-2	7	-10	2	2	2	-8	9	-23
> CC(CCc1ccccc1)NC(=O)CNC(=S)N(Cc1cccs1)C1CCCC1 (configuration not stated)
 : -4	/	5	6	14	11	27	7	-1	-3	6
> CCc1nc2c(OCc3ccc(OC)cc3)cccn2c1N(C)C(=O)c1ccc(OC)cc1
 : 9	/	/	5	3	-18	17	-14	0	-21	1

# Compound profiles, as listed above:
# CC(O)C(NS(=O)(=O)c1ccc(Cl)cc1)C(=O)OCC(=O)Nc1cccnc1Cl (configuration not stated) in the list: CF NFkB inh: -16; NR2E3 ag-1: -4; MITF TRPM1 inh: -1; HIF-2a inh: 7; NR2E3 ag-2: 10; TROY NFkB inh: -13; Peg3 prom inh: 10; KKLEB tox: -6; TWEAK Fn14 block: -2; C8 TRAIL sens: 13; Shn3 3UTR inh: -10
# O=C(OCc1c(Cl)cccc1Cl)c1cccnc1Cl in the list: CF NFkB inh: -1; NR2E3 ag-1: 0; MITF TRPM1 inh: 8; HIF-2a inh: 19; NR2E3 ag-2: -22; TROY NFkB inh: 1; Peg3 prom inh: 8; KKLEB tox: -3; TWEAK Fn14 block: 13; C8 TRAIL sens: 9; Shn3 3UTR inh: 9
# CC(=O)O/N=C(/c1nonc1N)N1CCN(c2ccc([N+](=O)[O-])cc2Cl)CC1 in the list: CF NFkB inh: 2; NR2E3 ag-1: -1; MITF TRPM1 inh: 2; HIF-2a inh: 11; NR2E3 ag-2: 2; TROY NFkB inh: 2; Peg3 prom inh: 3; KKLEB tox: 1; TWEAK Fn14 block: 20; C8 TRAIL sens: -2; Shn3 3UTR inh: 6

# The results go on.
# Results follow in this order: CF NFkB inh	NR2E3 ag-1	MITF TRPM1 inh	HIF-2a inh	NR2E3 ag-2	TROY NFkB inh	Peg3 prom inh	KKLEB tox	TWEAK Fn14 block	C8 TRAIL sens	Shn3 3UTR inh
> Cc1ccc(C2=NNC(C(O)C(O)C(O)C(C)O)S2)cc1 (configuration not stated)
 : -4	-1	-20	-220	-55	-95	-222	7	-19	8	-68
> CC(C)NC(=O)COC(=O)c1ccccc1C(=O)c1ccccc1
 : 10	3	-10	8	17	-12	-2	-17	-2	-1	63
> CC1Cc2ccccc2N1c1ncnc2c1nnn2Cc1ccccc1Cl (configuration not stated)
 : -1	1	4	0	-6	2	18	-4	-4	4	-10
> C=CCN=c1scc(C)n1/N=C/c1ccc(O)c(O)c1
 : -2	0	-52	-206	-20	32	-116	8	-6	28	92*
> O=C1NCC(NC(=O)C(F)(F)F)c2cc3c(cc21)OCO3 (configuration not stated)
 : -9	4	2	14	13	-26	-1	1	12	-27	-5
> CCCc1[nH]nc2c1C(c1c(C)nn(-c3ccccc3)c1Cl)C(C#N)=C(N)O2 (configuration not stated)
 : 0	-3	4	20	5	1	9	-8	23	-1	-15
> COC(=O)c1ccc(COc2ccc(-c3nn[nH]n3)cc2)cc1
 : 4	-1	-2	9	-27	-23	9	1	-7	-19	19
> CC1(C)Cc2ccccc2-c2nnc(-c3ccc(O)cc3)n21
 : 2	1	-7	7	-5	-6	-11	11	-1	9	-8
> COc1ccc(C(=O)NCCS(=O)(=O)NCc2ccccc2)cc1
 : 2	-1	2	9	1	-6	8	-5	-3	11	-9
> CCOCCCNC(=O)Cc1ccc(OC)c(OC)c1
 : -7	-3	5	10	10	3	-2	6	3	0	-2
> COC(=O)c1ccccc1NC(=O)CSc1n[nH]c(-c2ccncc2)n1
 : 5	0	3	13	23	3	8	-6	-5	-6	-11
> COCCCNC(=O)/C=C/c1ccc(Cl)cc1
 : 4	2	-34	-104	-43	-27	-48	-2	-22	0	-36
> Cn1nnnc1SCCNCc1ccccc1OCc1ccc(Cl)cc1
 : -4	0	-1	7	-12	14	0	6	-17	21	18
> CCOC(=O)CSc1ncnc2c1sc1nc(N3CCOCC3)c3c(c12)CCCC3
 : 13	3	2	20	15	18	-2	-17	-38	-6	1
> Cc1ccc(C(C)NC(=O)Cc2cccs2)cc1C (configuration not stated)
 : 2	-3	-9	8	-10	8	22	-4	10	1	10

# Entries listed so far containing fluorine (5):
# Results follow in this order: CF NFkB inh	NR2E3 ag-1	MITF TRPM1 inh	HIF-2a inh	NR2E3 ag-2	TROY NFkB inh	Peg3 prom inh	KKLEB tox	TWEAK Fn14 block	C8 TRAIL sens	Shn3 3UTR inh
> O=C(NC1CCCc2ccccc21)c1cc(F)cc(F)c1 (configuration not stated)
 : 19	1	6	14	-7	7	7	-7	7	4	8
> Cc1ccccc1S(=O)(=O)Nc1ncc(C(F)(F)F)cc1Cl
 : 12	-1	2	15	1	-10	22	-13	-14	-2	-4
> Cn1c(=O)oc2cc(S(=O)(=O)N3CCC(C(=O)NCc4ccc(F)cc4)CC3)ccc21
 : -39	4	9	11	-10	0	-3	2	-1	15	-21
> Cc1nnc(SCC(=O)NCc2ccco2)n1-c1ccc(F)cc1
 : 0	-2	-2	7	-10	2	2	2	-8	9	-23
> O=C1NCC(NC(=O)C(F)(F)F)c2cc3c(cc21)OCO3 (configuration not stated)
 : -9	4	2	14	13	-26	-1	1	12	-27	-5

# Screens: PubChem, several laboratories
